ROCK2 inh – ROCK2 (human) kinase inhibition; 60,000 compounds, 0.35% hits; inhibition, % at 6 µM; purified ROCK2, Kinase-Glo ATP depletion luminescence;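 active means inhibition above the screen-wide mean inhibition plus 3 SD, cut at about 18% in these data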;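 further: plate controls were DMSO wells for no effect and Y-27632 control wells after no-enzyme background subtraction for full effect; many of its hits are not listed in these tables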
DUSP1 inh – blocks human MKP-1 phosphatase activity. P28562. recombinant MKP-1, OMFP hydrolysis fluorescence. inhibition, %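 (compounds tested at a single concentration somewhere between 10 and 100 µM)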. 65,000 compounds, 0.15% hits. AID 374;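 active means inhibition above about 50%, limit read from the data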;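 further: 0% = DMSO max control wells and 100% = wells with enzyme stopped by NaOH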
Her2 expr inh – inhibitors of human Her2 kinase expression. P04626. SKBR-3 HER2 protein level, AlphaScreen, 18-24 h; active compounds read low. HER2 level % of control, % at 10 µM. 65,000 compounds, 0.69% hits;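 active means HER2 level under 5% of the carrier-only control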;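 further: 100% = DMSO carrier and 0% = 500 nM PU-H71 HSP90 inhibitor; lower value means stronger loss of Her2 protein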
Target sequence (P04626 whole entry, looked up): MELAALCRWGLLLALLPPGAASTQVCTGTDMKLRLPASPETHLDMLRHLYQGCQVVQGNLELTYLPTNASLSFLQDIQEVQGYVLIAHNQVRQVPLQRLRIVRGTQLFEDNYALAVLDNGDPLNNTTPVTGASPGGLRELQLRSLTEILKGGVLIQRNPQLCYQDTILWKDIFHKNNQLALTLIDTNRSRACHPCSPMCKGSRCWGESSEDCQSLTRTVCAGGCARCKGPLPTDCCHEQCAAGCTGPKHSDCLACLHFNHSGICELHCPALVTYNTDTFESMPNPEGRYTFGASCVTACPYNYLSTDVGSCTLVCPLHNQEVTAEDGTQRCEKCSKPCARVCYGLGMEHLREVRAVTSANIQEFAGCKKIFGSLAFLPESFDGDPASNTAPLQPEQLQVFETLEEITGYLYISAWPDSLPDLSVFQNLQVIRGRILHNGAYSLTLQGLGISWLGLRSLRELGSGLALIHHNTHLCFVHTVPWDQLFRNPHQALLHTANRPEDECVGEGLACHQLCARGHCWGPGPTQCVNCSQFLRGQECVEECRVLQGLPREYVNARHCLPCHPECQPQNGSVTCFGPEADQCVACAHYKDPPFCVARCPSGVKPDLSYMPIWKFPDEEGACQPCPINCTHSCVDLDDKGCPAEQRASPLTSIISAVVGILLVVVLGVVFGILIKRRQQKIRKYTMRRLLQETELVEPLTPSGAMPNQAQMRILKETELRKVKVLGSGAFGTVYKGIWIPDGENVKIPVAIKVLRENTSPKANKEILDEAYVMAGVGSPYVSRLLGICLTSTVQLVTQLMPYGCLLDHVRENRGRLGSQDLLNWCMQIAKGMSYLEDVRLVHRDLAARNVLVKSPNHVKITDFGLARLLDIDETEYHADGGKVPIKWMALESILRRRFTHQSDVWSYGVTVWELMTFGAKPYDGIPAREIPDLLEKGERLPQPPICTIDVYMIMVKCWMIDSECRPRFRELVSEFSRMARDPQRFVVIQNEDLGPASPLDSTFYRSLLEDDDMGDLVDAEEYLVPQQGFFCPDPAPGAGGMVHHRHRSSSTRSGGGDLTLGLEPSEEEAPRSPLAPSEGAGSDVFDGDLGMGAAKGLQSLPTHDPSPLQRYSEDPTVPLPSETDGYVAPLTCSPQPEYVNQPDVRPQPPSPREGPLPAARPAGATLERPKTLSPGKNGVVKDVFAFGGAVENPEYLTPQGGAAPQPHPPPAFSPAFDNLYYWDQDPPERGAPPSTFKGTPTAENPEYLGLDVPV
PKA inh – blocks human protein kinase A activity. P17612. PKA Kemptide phosphorylation, Kinase-Glo ATP luminescence. inhibition, % at 6 µM. 65,000 compounds, 0.1% hits;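 active means inhibition above the screen-wide mean inhibition plus 3 SD, cut at about 21% in these data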; further: many of its hits are not listed in these tables
Fluor 339 460 – intrinsic fluorescence of library compounds, ex339/em460 – biochemical, MLSMR library, data from DPM-DC assay, artefact control, profiling panel | compound autofluorescence, ex339/em460 nm, NADH buffer; active compounds read high; 1 = no-compound wells, NADH background | fluorescence fold increase at 10 µM | 65,000 compounds, 5.5% hits;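 active means at 10 µM, mean starting fluorescence two-fold or more over control wells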;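 further: signal is the first read of a kinetic run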
Hsp90 block – displaces geldanamycin probe from tumor Hsp90; P07900; NCI-N417 lysate Hsp90, Cy3B-geldanamycin FP displacement; inhibition, % at 30 µM; 64,000 compounds, 0.35% hits; AID 429;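 active means inhibition above 50%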;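 further: 0% = tracer plus lysate wells and 100% = tracer alone without lysate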
JNK3 inh – JNK3 (human) kinase inhibition; purified JNK3 kinase activity, HTS; inhibition, % at 8 µM; 60,000 compounds, 0.61% hits; in the data active means inhibition above about 17%;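 further: 0% = DMSO and 100% = reference inhibitor; many of its hits are not listed in these tables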
Cdc25B inh – human M-phase inducer phosphatase 2 inhibition. AID 368. inhibition, %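 (compounds tested at 10 µM final in the well)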. 65,000 compounds, 0.1% hits. recombinant Cdc25B, OMFP fluorescence Ex485/Em525; in the data active means inhibition above about 50%
Abs 340nm – absorbance at 340 nm; 65,000 tested, under 10 active; compound absorbance at 340 nm, fold over control; fold change at 10 µM;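 active means at 10 µM dose, initial 340 nm absorbance at least 2 fold that of control wells; inactive means change under 2 fold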;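 further: initial absorbance extrapolated from kinetic A340 decline of NADH oxidation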
Starred values were filed as active, the others as inactive; x = no result given. A portion of the library. The share of hits here may be higher or lower than overall.

Start of the listing, in advance:
SMILES	ROCK2 inh	DUSP1 inh	Her2 expr inh	PKA inh	Fluor 339 460	Hsp90 block	JNK3 inh	Cdc25B inh	Abs 340nm
CCCCCn1c(=O)[nH]c2cc(C(=O)NCCCN3CCCCC3)ccc2c1=O	x	5.0	x	4.6	1.47	-3.9	x	-14.3	1
Cc1cc(N2C(=O)C(O)=C(C(=O)c3ccco3)C2c2cccnc2)no1 (stereo not drawn)	2.5	-14.2	129.2	7.8	1.16	0.5	-1.1	5.0	1.01
O=c1[nH]c(N2CCc3ccccc3C2)nc2c1CCCC2	-2.9	-4.0	92.3	-0.2	1.08	-0.8	4.4	-2.4	1.04
CC1CN(c2cc3nccnc3cc2F)CC(C)O1 (stereo not drawn)	0.6	5.3	86.0	8.0	1.16	-9.6	-9.1	-3.0	1.07

This part in full, repeating the preview:
SMILES	ROCK2 inh	DUSP1 inh	Her2 expr inh	PKA inh	Fluor 339 460	Hsp90 block	JNK3 inh	Cdc25B inh	Abs 340nm
CCCCCn1c(=O)[nH]c2cc(C(=O)NCCCN3CCCCC3)ccc2c1=O	x	5.0	x	4.6	1.47	-3.9	x	-14.3	1
Cc1cc(N2C(=O)C(O)=C(C(=O)c3ccco3)C2c2cccnc2)no1 (stereo not drawn)	2.5	-14.2	129.2	7.8	1.16	0.5	-1.1	5.0	1.01
O=c1[nH]c(N2CCc3ccccc3C2)nc2c1CCCC2	-2.9	-4.0	92.3	-0.2	1.08	-0.8	4.4	-2.4	1.04
CC1CN(c2cc3nccnc3cc2F)CC(C)O1 (stereo not drawn)	0.6	5.3	86.0	8.0	1.16	-9.6	-9.1	-3.0	1.07
COc1ccc(-c2nc(CS(=O)CC(=O)NCc3ccco3)c(C)o2)cc1 (stereo not drawn)	3.9	0.3	92.8	5.6	1.04	-2.4	1.8	-21.6	1.06
COC(=O)c1[nH]c2ccc(C)cc2c1NC(=O)CN1CCCc2ccccc21	0.0	6.3	-22.1*	4.1	1.29	-10.7	-6.2	-1.2	1
CCN(CC)S(=O)(=O)c1cc(C(=O)Nc2ccncc2)ccc1Cl	0.7	33.4	80.2	-6.5	1.05	-1.2	0.5	5.1	1.02
CN(C)/C=N/c1c(C#N)cnn1-c1ncnc2sc(-c3ccccc3)cc12	4.6	31.1	87.4	11.8	1.47	1.1	8.2	-12.1	1.13
CC(=O)Nc1ccc(S(=O)(=O)N2CCSC2c2ccccc2Cl)cc1 (stereo not drawn)	1.1	22.2	77.5	-0.2	1.16	1.5	-6.1	-6.7	1
O=C(NCc1ccc2[nH]c3c(c2c1)CCCC3)N1CCOCC1	5.9	-0.7	95.1	12.6	1.22	4.7	-4.8	-8.5	0.96
CCOC(=O)CN1C(=O)C(CC)Oc2ccc(Cl)cc21 (stereo not drawn)	x	30.6	92.5	4.4	1.1	-2.4	x	-2.8	1
CCOc1ccccc1NC(=O)N1C2CCCC1CC(NC(=O)C1CC1)C2 (stereo not drawn)	-6.7	-13.5	93.6	-5.8	1.05	8.2	-4.7	-25.7	1
CNC(=O)C1CCC(=O)N1Cc1ccc(C)cc1 (stereo not drawn)	0.8	-1.4	85.2	-0.5	1.06	-3.1	0.6	23.6	0.97
Cc1cc(-c2nnc(SCC(=O)NC3CCCC3)o2)no1	4.7	-6.6	104.4	7.0	1.09	-3.0	2.9	-9.0	1
O=c1c(-c2ccccc2)coc2c(CN3CCOCC3)c(O)ccc12	0.9	0.7	91.1	-0.5	2.45*	-2.9	4.4	-2.8	1.07
Cc1cc2ncn(C(=O)N3CCOCC3)c2cc1C	4.5	-4.4	73.4	8.5	1.01	-4.6	1.8	-14.3	0.98
Cn1nnc2cc(C(=O)N3CCCCCC3)ccc21	x	0.6	x	4.3	1.03	-7.5	x	-16.3	0.98
COc1ccc(C2C(C(C)=O)=C(O)C(=O)N2c2cccnc2)c(OC)c1 (stereo not drawn)	1.5	-8.4	113.3	5.6	1.09	-2.1	1.9	6.0	1.16
CSc1nc2ccc(S(=O)(=O)N3CCc4ccccc43)cc2s1	7.3	6.5	73.6	9.6	1.07	-5.8	-3.7	-12.6	1.05
CCOC(=O)c1ccn(-c2nc(-c3ccco3)cc(C(F)(F)F)n2)n1	-3.7	11.2	86.8	-3.6	2.09*	-4.2	-8.1	-12.2	1.11
CNC(=O)c1cc2c(=O)n3cc(C)ccc3nc2n(C(C)C)c1=N	2.2	-9.8	102.8	3.8	5.02*	-6.7	-3.5	-6.4	1.02
C=CCOC(=O)C1=C(C)OC(N)=C(C#N)C1c1ccccc1F (stereo not drawn)	12.2	20.5	76.0	11.0	1.04	2.9	4.3	-3.5	1.01
O=C(NCc1ccco1)c1cc2ccccc2c(=O)o1	-0.7	9.3	87.4	3.7	1.2	-5.0	1.4	23.0	1.04
COc1cccc(-c2cc(C(=O)NCCc3ccccc3)no2)c1	x	-9.2	95.2	1.0	1.08	3.5	x	0.8	1.02
CCOC(=O)CC(=O)CSc1nc(C)nc2c1oc1ccccc12	-1.3	-1.2	67.7	-3.8	1.05	0.6	3.9	5.7	1.02
O=C(Nc1ccc2c(c1)OCO2)c1nn(-c2ccccc2)c(=O)c2ccccc12	x	4.8	76.1	-1.9	1.01	6.1	x	-5.2	0.99
O=C(c1cnn2c(C(F)F)cc(-c3ccccc3)nc12)N1CCSCC1	x	-0.3	67.8	6.4	1.19	1.9	x	-9.2	1.07
O=c1ccc(Br)c[nH]1	0.4	-8.8	109.4	2.1	1.05	-3.4	1.9	0.8	1.05
O=C(NCc1ccco1)c1ccc(CN2CCOCC2)cc1	x	4.5	80.9	1.5	1.1	x	x	-0.7	1.03
Cc1c2c(n3c(nc4ccccc43)c1C#N)N(Cc1ccccn1)CC2	6.3	-8.3	106.6	9.1	4.94*	2.6	-0.7	-3.7	0.98
c1ccc(CSc2nnc(-c3c[nH]c4ccccc34)o2)cc1	1.0	8.2	52.5	-2.9	1.06	1.2	4.9	1.7	1.03
Cc1cccnc1NC(=O)C(C)Oc1ccccc1 (stereo not drawn)	-2.9	-2.0	77.2	-3.8	1.11	-3.1	-6.1	-6.1	1.03
Cc1cc(Nc2ccc(Br)cc2)n2nc(C)nc2n1	6.0	7.5	101.2	7.5	1.07	-3.7	1.2	-5.7	1.04
Cc1cc(C)nc(SCc2ccccc2C#N)n1	6.0	2.5	112.5	9.8	1.06	-3.1	-7.8	-13.1	1.02
CCCNc1cc(=O)n(C)c(=O)n1C	-0.1	6.1	96.0	-3.9	1.02	-1.7	-2.2	-0.1	1.01
O=C(CCCCn1c(=O)c2ccccc2n(CC(=O)NC2CCCC2)c1=O)NC1CCCC1	1.1	10.8	80.9	-0.1	1.16	-3.3	3.8	5.2	1.01
CCS(=O)(=O)NCCc1csc(-c2ccccc2)n1	3.3	-1.7	65.5	10.6	1.09	0.1	-0.4	-3.7	0.98
Cc1ccc(S(=O)(=O)/N=C(\CN2CCOCC2)N2CCCC2)cc1	2.0	6.8	112.2	5.9	1.07	-1.6	-10.7	-4.2	1.02
Cc1ccc(C(NC(=O)N2CCOCC2)=C(Cl)Cl)cc1F	2.1	20.9	86.9	3.2	1.13	-2.3	-11.0	-0.3	1.03
CCn1ncc(C2=NOC(C(=O)Nc3cccc(C(C)=O)c3)C2)c1C (stereo not drawn)	1.1	4.7	80.7	3.2	1.11	-5.0	14.8	-2.3	1
COc1ccc2c(c1OC)C(=O)N1C2SC[C@H]1C(=O)NC1CC(C)(C)NC(C)(C)C1 (stereo partly drawn)	-0.7	-3.8	96.4	-3.4	1.12	4.3	-0.4	1.7	1.04
COC(=O)C1=C(NC(=O)c2cccc(OC)c2)CCS1	2.6	-2.4	91.4	5.9	1.27	-0.5	1.6	-10.1	1.05
Brc1ccc(-c2nc(-c3ccccn3)no2)o1	-16.8	-0.9	66.5	-14.1	1.19	-3.1	2.6	-7.9	1.03
COc1ccc(Cl)cc1-n1c(N)c(C(N)=O)sc1=S	x	-2.3	118.2	1.3	1.08	0.9	x	-17.1	1.09
CCOCC(=O)Nc1nnc(C2CCCCC2)s1	x	2.8	128.6	7.9	1.06	-1.7	x	-6.7	1.02
CC1(C)CC(=O)C(CCC(=O)c2ccccc2)C(C)(C)N1 (stereo not drawn)	0.4	-1.8	61.4	7.6	1.08	-0.8	0.6	-20.6	0.98
CCN(CC(=O)Nc1ccc(S(N)(=O)=O)cc1)S(=O)(=O)c1cc(C)ccc1OC	5.8	-3.7	96.5	4.0	1	0.0	3.4	-7.6	0.98
CCOC(=O)Cc1nnc2c(Nc3ccccc3F)nc3nonc3n12	4.2	5.5	34.7	8.8	1.01	5.8	2.0	1.4	1.02
Cn1c(=O)n(CCN2CCOCC2)c(=O)c2c1nc1n2CCCN1c1ccccc1	-1.6	18.9	113.8	8.4	1.04	0.9	0.1	0.3	1.03
COc1ccc(Oc2c(C)oc3cc(OC(=O)N4CCOCC4)ccc3c2=O)cc1	6.5	9.9	84.6	7.5	1.04	0.1	-0.6	-19.7	1
CC(C)n1c(CN2CCN(C)CC2)nc2c1c(=O)n(C)c(=O)n2C	x	-4.5	120.1	-6.7	1.02	-4.7	x	-31.5	0.98
Cn1cnnc1SCC(=O)Nc1ccc2nc(SCc3ccccc3)sc2c1	x	35.4	118.2	10.8	1.13	-1.9	x	-20.1	0.86
CCOc1ccc(-c2nc(CSCC(=O)N3CCN(C(=O)c4ccco4)CC3)c(C)o2)cc1	5.8	-1.3	102.5	5.3	1.11	-1.4	4.1	-2.8	1.03
Cc1cc(NC(=O)c2cccc(COc3ccc(Br)cc3)c2)no1	x	4.8	122.2	x	1.12	x	x	-6.0	1.06
CCOC(=O)C1CCc2nc3ccccc3c(=O)n21 (stereo not drawn)	6.1	2.2	94.5	3.7	1.23	0.8	-0.5	1.5	1.01
Cc1onc(-c2ccccc2Cl)c1C(=O)OCC(=O)Nc1ccc2c(c1)OCO2	3.5	29.2	92.0	4.6	1.05	3.9	-0.6	-14.5	1.05
CCOC(=O)c1cccc(NC(=O)c2cccs2)c1	0.9	-17.3	92.9	8.7	1.17	-0.8	2.4	5.0	1.04
COc1ccc(OC)c(N=Cc2c(O)[nH]c3ccccc23)c1	12.3	8.7	86.2	9.4	1.16	-0.6	9.1	0.5	1.03
Cc1ccc(-c2nn3c(C)nnc3s2)cc1NC(=O)c1ccc(OC(C)C)cc1	-0.9	41.7	77.0	-9.4	1.08	-3.9	6.5	-5.5	1.02
COc1ccc(CCNC(=O)CSc2nc(-c3ccco3)cc(C(F)(F)F)n2)cc1	-4.9	-5.2	59.8	-1.0	1.05	-1.2	-9.7	-3.5	1.04

(more compounds)
SMILES	ROCK2 inh	DUSP1 inh	Her2 expr inh	PKA inh	Fluor 339 460	Hsp90 block	JNK3 inh	Cdc25B inh	Abs 340nm
COC(=O)c1nnn(Cc2ccccc2)c1N	x	-5.2	135.8	-2.0	1.07	x	x	-8.1	1.03
Brc1ccc2oc3c(N4CCOCC4)ncnc3c2c1	-3.1	-9.4	106.4	1.0	1.22	-0.8	6.8	-11.2	1.07
O=C1CC(c2cccc(Oc3ccccc3)c2)NC(=O)N1 (stereo not drawn)	0.6	7.8	104.4	-4.1	1.02	-2.0	-3.1	-9.8	0.98
CC(=O)N1CCc2cc(Br)cc(S(=O)(=O)N3CCCCCC3)c21	-1.6	15.8	106.5	1.7	1.13	-5.2	5.2	-0.2	0.99
COc1ccc(NC(=O)CSc2nnc(-c3ccc(C)cc3)n2N)cc1	x	7.6	156.5	4.5	1.1	x	x	-10.9	1.03
CCCCc1nc2n[nH]c(N)c2c2c1CCCC2	2.1	-15.7	159.0	4.9	1.01	3.2	-2.8	1.0	1
COc1ccccc1OCC(=O)O	2.5	2.2	102.6	9.8	1.12	-3.5	0.1	0.4	1.04
CCc1nc(SCC(=O)Nc2ccc(C(=O)O)cc2)n[nH]1	-2.9	-14.7	108.4	1.6	1.08	-1.3	0.8	-4.5	1
c1ccc(-c2nc3cnccn3c2Nc2ccc3c(c2)OCCO3)cc1	x	14.7	90.2	8.8	1.57	-0.4	x	-3.2	1.03
CN1CCN(Cc2nc3c(c(=O)n(C)c(=O)n3C)n2CCCc2ccccc2)CC1	x	-7.8	88.6	5.3	1.12	0.1	x	-11.5	1.06
